Screening results: PubChem, Sanford-Burnham Center for Chemical Genomics
APOBEC3G inh: APOBEC3G DNA deaminase inhibitors, primary screen, biochemical, fluorescence, single-stranded DNA substrate, uHTS; hit rate 0.28% among 330,000; DNA dC->dU-editing enzyme APOBEC-3G (Homo sapiens), Q9HC16; inhibition, % at 20 µM; recombinant A3G, ssDNA deamination FAM/TAMRA fluorescence;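 active means inhibition of at least 40% at 20 µM, with no more than 30% in the related APOBEC3A deaminase screen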;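 further: plate controls were DMSO wells with A3G for no effect and wells lacking A3G enzyme for full effect; some compounds called inactive have numbers as strong as hits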
Target sequence (Q9HC16 whole entry, looked up): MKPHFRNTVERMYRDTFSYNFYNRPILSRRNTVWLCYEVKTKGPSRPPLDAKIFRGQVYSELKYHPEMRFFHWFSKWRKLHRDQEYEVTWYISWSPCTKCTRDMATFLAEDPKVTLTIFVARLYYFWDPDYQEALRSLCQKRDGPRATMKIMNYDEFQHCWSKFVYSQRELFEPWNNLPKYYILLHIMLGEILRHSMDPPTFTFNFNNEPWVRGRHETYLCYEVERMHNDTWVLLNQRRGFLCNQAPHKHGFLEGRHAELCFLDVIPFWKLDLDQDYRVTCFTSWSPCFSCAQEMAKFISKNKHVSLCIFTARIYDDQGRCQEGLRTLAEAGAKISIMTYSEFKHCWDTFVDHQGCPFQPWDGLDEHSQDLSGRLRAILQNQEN
MIN6 prolif: inducers of MIN6 beta-cell proliferation, primary screen, ATP luminescence, uHTS; MIN6 cells proliferation, ATPlite luminescence, 48 h; cells starved in 0.2% serum; 100% = growth in 10% serum; proliferation, % at 10 µM; AID 2380, 2010; hit rate 0.29% among 330,000;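 active means compounds whose signal lies at least 3.5 SD above the mean of all wells on their plate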;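 further: 0% = DMSO-treated cells in low-serum medium and 100% = 10% serum control; some compounds called inactive have numbers as strong as hits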
TIM10 inh: growth inhibitors of isogenic TIM10 control yeast, primary screen, counter-screen for tim10-1 yeast inhibitor project, luminescence, uHTS. hit rate 1.4% among 330,000. inhibition, % at 10 µM. S. cerevisiae TIM10 strain growth, BacTiter-Glo luminescence, 24 h;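 active means inhibition of 40% or more at the single tested concentration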;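 further: wild-type TIM10 isogenic control strain grown at permissive 25 °C; 0% = DMSO yeast wells and 100% = minimal medium wells without yeast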
mIAP inh: inhibitors of mouse IAP, primary screen, biochemical, luminescence, uHTS; intestinal alkaline phosphatase [Mus musculus]; purified mouse IAP, CDP-Star luminescence, 30 min; inhibition, % at 10 µM; hit rate 0.2% among 330,000; AID 2806, 2010;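 active means inhibition of at least 40% at 10 µM in the primary screen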;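 further: plate controls were DMSO with enzyme for no effect and no enzyme wells for full effect; values of inactives mirror those of a sister screen read the other way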
hIAP inh: human IAP inhibitors, primary screen, biochemical, luminescence, uHTS; Intestinal-type alkaline phosphatase (Homo sapiens), P09923; purified IAP, CDP-Star luminescence, 30 min; inhibition, % at 10 µM; hit rate 0.12% among 330,000;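 active means inhibition reaching a set limit with compound at 10 µM in the primary screen, cut at about 35% in these data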;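 further: plate controls were DMSO wells with enzyme for no effect and no-enzyme buffer wells for full effect; values of inactives mirror those of a sister screen read the other way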
Target sequence (P09923 whole entry, looked up): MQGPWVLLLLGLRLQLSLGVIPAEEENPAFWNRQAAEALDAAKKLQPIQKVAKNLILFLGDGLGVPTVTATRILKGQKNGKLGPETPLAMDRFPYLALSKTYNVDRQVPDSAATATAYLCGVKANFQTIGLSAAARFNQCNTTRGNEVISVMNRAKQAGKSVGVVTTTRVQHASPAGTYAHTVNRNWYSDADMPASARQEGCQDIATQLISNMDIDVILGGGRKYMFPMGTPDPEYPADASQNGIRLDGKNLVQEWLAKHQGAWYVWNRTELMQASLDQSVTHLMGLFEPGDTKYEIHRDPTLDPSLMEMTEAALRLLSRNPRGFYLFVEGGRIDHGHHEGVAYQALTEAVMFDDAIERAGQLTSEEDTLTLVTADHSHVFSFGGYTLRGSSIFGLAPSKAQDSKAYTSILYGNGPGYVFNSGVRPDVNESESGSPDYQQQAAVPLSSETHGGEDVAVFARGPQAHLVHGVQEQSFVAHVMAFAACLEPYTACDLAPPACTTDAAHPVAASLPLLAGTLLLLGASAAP
NALP3 yeast inh: NALP3 inflammasome inhibitors in reconstituted yeast, primary screen, luminescence, uHTS; Yeast reconstituted NLRP3/ASC/caspase-1, beta-gal luminescence, 24 h; inhibition, % at 10 µM; hit rate 0.39% among 330,000; AID 2825, 2010;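 active means inhibition of 50% or more; inactive means inhibition below 50%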;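 further: plate controls were induced DMSO wells for no effect and uninduced yeast grown without galactose for full effect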
mIAP act: activators of mouse IAP, primary screen, biochemical, luminescence, uHTS | activation factor at 10 µM | muIAP, CDP-Star luminescence, 30 min; hits give high values; 1 = vehicle-only enzyme signal, 0 = enzyme-free wells | hit rate 0.24% among 330,000 | AID 2805, 2010 | intestinal alkaline phosphatase [Mus musculus];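 active means activation factor of at least 2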; further: the source names both 10 and 20 µM as test concentration; values of inactives mirror those of a sister screen read the other way
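Assay system: mouse IAP enzyme; Reagent: CDP-Star chemiluminescent phosphatase substrate; Compound: DMSO-dissolved test compounds; Incubation: 30 min, room temperature; Technique: luminescence from enzymatic CDP-Star hydrolysis; Controls: DMSO-only wells and no-enzyme negative control.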
A3A deaminase: APOBEC3A ssDNA deaminase inhibitors, primary screen, selectivity assay for APOBEC3G inhibitor project, biochemical, FAM/TAMRA oligo cleavage fluorescence; DNA dC->dU-editing enzyme APOBEC-3A (Homo sapiens), P31941; recombinant A3A, FAM/TAMRA ssDNA deamination fluorescence; inhibition, % at 20 µM; hit rate 0.41% among 330,000; AID 493011, 2011;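 active means at least 40% inhibition at 20 µM here, with at most 30% in a related deaminase screen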;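 further: plate controls were A3A with DMSO for no effect and wells lacking A3A enzyme for full effect; some results filed as inactive read as strong as hits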
tim10-1 inh: growth inhibitors of tim10-1 mutant yeast, primary screen, luminescence, uHTS; hit rate 2.2% among 330,000; AID 463190, 2010; S. cerevisiae tim10-1 ts strain growth, BacTiter-Glo, 24 h; inhibition, % at 20 µM;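 active means inhibition of at least 40%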;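 further: mutant grown at 25 °C; 0% = DMSO wells with yeast and 100% = wells holding no yeast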
Numbers without * were called inactive.

SMILES	APOBEC3G inh	MIN6 prolif	TIM10 inh	mIAP inh	hIAP inh	NALP3 yeast inh	mIAP act	A3A deaminase	tim10-1 inh
CCOC(=O)C1CCN(C(=O)CCC(=O)NCCc2ccc(Cl)cc2)CC1	0	2	-7	-6	-7	3	1.1	-1	3
CC1=C(C(=O)OCCNC(=O)c2ccccc2O)C(c2ccccc2[N+](=O)[O-])C(C(=O)OCC2CCCO2)=C(C)N1 (stereo not drawn)	-5	-3	6	17	16	10	0.83	-4	13
COc1ccc(CC(=O)Nc2ccc(S(=O)(=O)N3CCCC3)cc2)cc1OC	-7	-4	-13	-13	4	14	1.1	-4	-14
CC1CCCCN1CCNC(=O)Cn1nc(-c2ccccc2)ccc1=O (stereo not drawn)	-7	0	0	9	8	19	0.91	-1	-10
O=C1CC(N2CCC(c3nc4ccccc4o3)CC2)C(=O)N1c1ccc(F)cc1 (stereo not drawn)	-9	1	13	-6	-14	3	1.1	-7	8
CCOC(=O)C1(CCOC)CCN(C(=O)c2sccc2C)CC1	-3	-2	-10	9	-4	-4	0.91	-6	6
Cc1nonc1NC(=O)OCCN1CCOC1=O	33	-1	1	6	-5	-4	0.94	1	4
COc1ccc(NC(=O)CN2CCCCC2)cc1	1	0	-11	9	-7	14	0.91	4	14
O=C(NC(=S)NNC(=O)c1cccs1)c1ccc(Br)o1	7	-2	6	24	-71	8	0.76	-14	16
Cc1cc(C)nc(N/N=C/c2ccncc2)n1	-7	0	13	8	-7	5	0.92	-3	-15
Nc1nnnn1/N=C/c1ccccc1	-7	1	9	0	3	2	1	-5	1
Cc1ccc(NS(=O)(=O)c2c(C)[nH]c(=O)[nH]c2=O)cc1F	-9	1	4	4	1	9	0.96	-4	-10
COCCNC(=S)N(CCc1c(C)[nH]c2ccc(F)cc12)Cc1ccco1	-10	-1	33	4	11	12	0.96	-6	23
CCN(CC(=O)Nc1ccc2c(c1)OCCO2)C(=O)c1cc(=O)[nH]c2ccccc12	-13	2	-3	6	10	2	0.94	-4	8
CN(C)S(=O)(=O)c1cccc(COc2ccccc2C(=O)Nc2ccccc2)c1	-2	-4	7	10	-12	12	0.9	4	30
COCCN1CCN(C(=O)c2cc(COc3ccc(F)cc3Cl)on2)CC1	-4	-2	9	3	-18	16	0.97	-1	19
COc1ccc(CCNC(=O)CC(Cc2ccc(C)cc2)C(=O)O)cc1OC (stereo not drawn)	-7	2	16	-1	6	18	1	-5	-7
Cc1oc2c(C)c3oc(=O)c4c(c3cc2c1C)CCCC4	0	-2	27	0	-9	10	0.99	1	54*
Cc1cc(C)nc(S/C=C/C(=O)c2ccccc2)n1	-6	-4	49*	-9	-2	41	1.1	-2	63*
O=C(COC(=O)c1ccc(O)cc1)c1ccc(S(=O)(=O)N2CCCCC2)cc1	-4	-2	1	-7	-4	7	1.1	0	12
Clc1ccc(CN2C3=NCCCN3c3ccccc32)cc1	-8	1	-13	-5	-6	6	1.1	0	3
Cc1ccc(S(=O)(=O)N2CCN(C(=O)C(F)(F)F)C2c2ccc(N(C)C)cc2)cc1 (stereo not drawn)	-5	-1	1	6	-4	15	0.94	-1	-18
COc1ccc(C(=O)NC(Cc2c[nH]c3ccccc23)C(=O)O)cc1 (stereo not drawn)	-10	-3	8	-10	-7	9	1.1	-7	0
COc1ccc(-c2noc(=O)n2Cc2ccccc2F)cc1	-9	-3	-1	0	-16	31	1	-4	17
O=C(CCN1C(=O)C2CC=CCC2C1=O)Nc1nc(-c2ccc(F)c(F)c2)cs1 (stereo not drawn)	-8	-3	-16	-10	-16	1	1.1	-8	0
The listing continues.
SMILES	APOBEC3G inh	MIN6 prolif	TIM10 inh	mIAP inh	hIAP inh	NALP3 yeast inh	mIAP act	A3A deaminase	tim10-1 inh
COc1ccc(C(=O)N2CCN(C(=O)CC(C)C)CC2)cc1OC	-4	1	-15	4	-8	2	0.96	-9	2
Cc1cc(C)c(NC(=S)N(CCN(C)C)Cc2cccs2)c(C)c1	-11	-2	12	-6	-7	5	1.1	-3	15
Fc1ccc(CN2CCCN(C(=S)Nc3ccc(F)cc3)CC2)cc1	-7	-1	2	-4	1	9	1	-3	-16
CCOC(=O)c1c(C)n(CC(COC(C)=O)OC(C)=O)c2ccc(OC(C)=O)cc12 (stereo not drawn)	-4	3	11	-4	14	3	1	5	19
O=C(C1=C[C@@H](c2csc3ccccc23)C[C@@H](OCc2ccc(CO)cc2)O1)N1CCN(Cc2ccccc2)CC1	-1	-8	19	3	-5	23	0.97	-1	34
CC(=O)N=c1sccn1CC(=O)c1ccc([N+](=O)[O-])cc1	-5	-3	-3	7	20	22	0.93	1	12
Cc1nnc(SCc2nnc(-c3ccccc3)o2)n(N)c1=O	-2	2	2	17	2	11	0.83	-2	12
COC(=O)c1cn(CC(=O)Nc2ccccc2C)c2ccccc12	-8	2	6	-5	18	19	1.1	-8	3
COc1ccc(OCC(O)CNC(=O)c2c(-c3ccccc3)noc2C)cc1 (stereo not drawn)	-10	2	8	4	18	-3	0.96	-3	3
COc1ccccc1NC(=O)CCC(=O)Nc1cc(OC)c(NC(=O)c2cccs2)cc1OC	-4	0	-10	-1	-6	9	1	-3	13
CCn1c(N2CCN(C(=S)NCC(C)C)CC2)nc2ccccc21	10	0	-35	-17	-14	18	1.2	-4	-1
Cn1c(CNC(=O)CNC(=O)c2ccc(C(C)(C)C)cc2)cc(=O)n(C)c1=O	-5	3	-6	6	-8	12	0.94	-3	13
CN1C(=O)c2oc3ccccc3c(=O)c2C1c1ccccn1 (stereo not drawn)	-7	-1	1	-7	-18	8	1.1	-3	-19
Cc1ccc(CSc2nnc(SCC(=O)N/N=C/c3c(C)nn(-c4ccccc4)c3C)s2)cc1	0	-2	28	1	5	-10	0.99	4	28
COC(=O)Cc1ccc(NC(=S)NCc2ccc(S(N)(=O)=O)cc2)cc1	-7	-2	4	2	-8	18	0.98	-4	-7
N#Cc1sc2nc(N3CCCCC3)c3c(c2c1N)CCCC3	-1	-6	16	-9	13	-4	1.1	-2	33
O=C(OCC(=O)c1ccccc1)C1=NN(c2ccccc2)C(=O)CC1	-5	3	-5	-6	-6	11	1.1	-1	-7
CCCCCNC(=O)C1CC(=O)OC12CCCCC2 (stereo not drawn)	-2	1	-10	-1	-9	8	1	2	7
CCOC(=O)C(C)C(C)=O (stereo not drawn)	-10	0	-3	1	3	0	0.99	-1	-4
CCN(C(=O)CSc1nnc(-c2ccc(OC)cc2)n1C(C)C)C1CCS(=O)(=O)C1 (stereo not drawn)	-9	0	1	-4	-10	6	1	-4	-17
CCn1ccc(C(=O)Nc2ccc(N(C)C(C)=O)cc2)n1	-5	-2	7	1	-13	-11	0.99	1	4
COc1ccc(N(CC(=O)NCc2ccccc2)S(C)(=O)=O)cc1	-4	0	13	-7	17	-15	1.1	-3	8
CNc1nc(N)c(C(=O)C(C)(C)C)s1	8	-3	-6	-1	-3	10	1	-2	0
Cc1ccc(-c2noc(CN3C(C)CCCC3C)n2)cc1 (stereo not drawn)	-7	-4	14	3	-3	9	0.97	-4	13
COc1ccc([N+](=O)[O-])cc1NC(=O)COC(=O)c1ccccc1C(=O)c1ccccc1	-8	2	-1	4	13	-6	0.96	5	-1
Carrying on.
SMILES	APOBEC3G inh	MIN6 prolif	TIM10 inh	mIAP inh	hIAP inh	NALP3 yeast inh	mIAP act	A3A deaminase	tim10-1 inh
Cc1ccc(N=C2NC(=O)/C(=C/c3cccnc3)S2)cc1C	-7	0	-7	9	-7	29	0.91	0	-5
CCOc1ccc(CSC(=N)N)cc1	-6	0	2	10	-2	3	0.9	-4	4
CCC(=O)Nc1nnc(-c2cccs2)s1	-7	1	3	-9	8	11	1.1	0	-3
CCc1cccc(Nc2c([N+](=O)[O-])cc(C(=O)N3CC(=O)Nc4ccccc43)cc2[N+](=O)[O-])c1	-2	-4	2	9	13	13	0.91	0	14
CCCN=Cc1c(CCC)[nH]n(-c2nc3ccccc3s2)c1=O	-7	0	29	-2	3	13	1	0	14
O=C1CCN(S(=O)(=O)c2cc(C(F)(F)F)ccc2Cl)CC1	-8	-2	-3	-2	5	5	1	-4	-12
Cn1c(SCC(=O)NC2CCCC2)nnc1-c1ccc(S(=O)(=O)N2CCOCC2)cc1	-3	-3	4	5	6	18	0.95	-1	0
Cc1ccc(N(CC(O)CN2CCCCC2)S(=O)(=O)c2ccc(C)cc2)cc1 (stereo not drawn)	-7	0	-5	-2	9	14	1	-3	-13
O=C(NNC(=O)c1cc(-c2ccccc2)n(-c2ccccc2)n1)c1cccc([N+](=O)[O-])c1	-6	-1	22	10	-30	7	0.9	-7	-3
COCC(=O)Nc1nc(-c2ccccc2)c(C)s1	0	-1	1	-6	14	38	1.1	3	21
CC1=NN(C(=O)c2ccco2)C(O)(c2ccccc2)C1 (stereo not drawn)	-3	6	16	-3	-14	16	1	-2	-5
CCOn1c(=O)c(-c2cccc(Br)c2)[n+]([O-])c2ccccc21	-5	1	5	14	5	19	0.86	-7	8
Cc1ccc(S(=O)(=O)/N=C2/NC(=O)/C(=C/c3cc([N+](=O)[O-])ccc3O)S2)cc1	-12	2	-4	14	28	19	0.86	-7	11
CC(=O)Oc1ccc(N(C(C)=O)S(=O)(=O)c2ccc(C)c([N+](=O)[O-])c2)cc1	-3	0	20	3	4	8	0.97	1	25
O=C(CNC(=O)c1ccccc1F)OCCOc1cccc(Cl)c1	-8	-1	-4	5	-6	16	0.95	11	-5
O=C(NCC1CCCO1)c1cccc(S(=O)(=O)N(Cc2ccccc2)c2ccccc2)c1 (stereo not drawn)	0	3	2	10	-6	21	0.9	4	19
CCOC(=O)c1c(C)oc(C)c(C(=O)OCC)c1=O	-8	-4	-3	5	-2	0	0.95	-1	13
Cn1c(NCCN2CCCCC2)cc(=O)n(C)c1=O	-6	1	7	-8	10	4	1.1	-4	7
COc1ccc(C(NC(=O)C(C)C)c2ccc3cccnc3c2O)cc1 (stereo not drawn)	-2	-6	-46	10	-27	8	0.9	5	4
Cc1cc(=O)oc2cc(OCC(=O)Nc3c(Cl)cccc3C(F)(F)F)ccc12	-7	3	-22	1	1	5	0.99	-8	-13
CS(=O)(=O)N(CC(=O)N1CCCC1)c1ccc(Cl)cc1Cl	-2	-1	-8	-7	-4	15	1.1	1	-2
COc1ccc(CCC(=O)NCC(=O)OCc2ccccc2)cc1	-8	-2	24	-2	1	23	1	-4	-10
COc1ccc(C(CC(=O)N2CCCCC2)c2c(O)cc(OC)cc2OC)cc1 (stereo not drawn)	-10	-1	-3	-6	-4	4	1.1	0	15
c1ccc2c(c1)CSc1ccccc1N2	-2	-2	1	1	2	53*	0.99	6	5
